Bioassay records deposited in PubChem BioAssay by Sanford-Burnham Center for Chemical Genomics.
NOD1 NF-kB reporter – NOD1 signaling inhibitors, primary screen, cell-based, luminescence, uHTS (AID 1578); NOD1-driven NF-kB luciferase reporter cells, luminescence; higher % means a stronger effect; inhibition, % at 4 µM, or EC50 in µM where a hit was titrated; actives 1% (n = 290,000); in the data active means inhibition mostly above about 36%, no sharp cut-off; inactive means mostly below about 34%;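 further: HEK-293T reporter cells stimulated with the NOD1 agonist gamma-tri-DAP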
SIAH1 antagonists – Siah-1 peptide-binding antagonists, primary screen, biochemical, fluorescence polarization, rhodamine-plectin, uHTS (AID 1817). E3 ubiquitin-protein ligase SIAH1 (Homo sapiens). Siah-1 / rhodamine-plectin peptide fluorescence polarization; higher % means a stronger effect. one-dose displacement, % at 20 µM; IC50 in µM for titrated hits. actives 0.02% (n = 290,000);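 active means displacement of at least 50% at 20 µM, with a fluorescence ratio check between 0.3 and a set limit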;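 further: plate controls were Siah plus tracer with DMSO for no effect and tracer alone without Siah for full effect; strong numbers were not always called active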
AID2073 – inhibitors of Mint1-CaV2.2 protein interaction, biochemical, HTRF (AID 2073); Voltage-dependent N-type calcium channel subunit alpha-1B (Homo sapiens); inhibition, % at 20 µM, or IC50 in µM where a hit was titrated; HTRF protein-protein interaction, Mint1-CaV2.2; higher % means a stronger effect; actives 0.19% (n = 290,000); in the data active means inhibition mostly above about 51%, no sharp cut-off; further: some results filed as inactive read as strong as hits
GPR55 antagonists – GPR55 antagonists blocking LPI-driven arrestin recruitment, primary screen, imaging, U2OS, beta-arrestin-GFP, LPI agonist (AID 2013); G-protein coupled receptor 55 (Homo sapiens); one-dose inhibition, % at 10 µM; IC50 in µM for titrated hits; U2OS GPR55 beta-arrestin-GFP translocation imaging, LPI antagonism; higher % means a stronger effect; actives 0.13% (n = 290,000);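 active means spots per cell inhibited over 60%, with over 100 cells counted and total cytoplasm intensity under 500,000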;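 further: U2OS cells stably carrying GPR55 and arrestin-GFP stimulated by 5 µM LPI near EC80; imaged beta-arrestin-GFP aggregate spots per cell after agonist stimulation; plate controls were LPI-stimulated DMSO wells for no effect and DMSO wells without LPI for full effect; some results filed as inactive read as strong as hits; confirmed hits need IC50 under 10 µM and bright autofluorescent wells are also inconclusive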
GPR35 arrestin U2OS – GPR35 antagonists blocking zaprinast-driven arrestin recruitment, primary screen, imaging, U2OS, beta-arrestin-GFP, zaprinast agonist (AID 2058); actives 0.052% (n = 290,000); one-dose inhibition, % at 10 µM; IC50 in µM for titrated hits; U2OS GPR35 beta-arrestin-GFP translocation imaging, zaprinast antagonism; higher % means a stronger effect; G-protein coupled receptor 35 (Homo sapiens);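 active means inhibition of at least 50% with at least 30 cells and total cytoplasm GFP at most 10,000,000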
KOR beta-arrestin-1 – KOR antagonists, beta-arrestin recruitment, cell-based, luminescence, uHTS (AID 1778); KOR beta-arrestin recruitment, luminescence, antagonist mode; higher % means a stronger effect; inhibition, % at 10 µM; hits with a dose series show IC50 in µM; actives 0.091% (n = 290,000); in the data active means inhibition above about 50%; further: strong numbers were not always called active
HIV fusion peptide – inhibitors of HIV fusion peptide binding, primary screen, biochemical, uHTS, fluorescence dequenching (AID 1986); one-dose inhibition, % at 20 µM; IC50 in µM for titrated hits; cell-free peptide binding, fluorescence dequenching, 30 min; higher % means a stronger effect; actives 0.3% (n = 290,000); in the data active means inhibition mostly above about 52%, no sharp cut-off; inactive means mostly below about 76%; further: some results filed as inactive read as strong as hits
GPR55 activation – GPR55 agonists via beta-arrestin recruitment, primary screen, imaging, U2OS cells, beta-arrestin-GFP redistribution (AID 1961); G-protein coupled receptor 55 (Homo sapiens); U2OS GPR55 beta-arrestin-GFP redistribution imaging; higher % means a stronger effect; activation, % at 10 µM, or EC50 in µM where a hit was titrated; actives 0.048% (n = 290,000);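 active means activation above 40% with more than 50 cells counted in the well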;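 further: U2OS osteosarcoma cells stably expressing GPR55 and beta-arrestin-GFP; plate controls were DMSO negative control for no effect and LPI positive control for full effect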
KOR beta-arrestin-2 – KOR agonists, beta-arrestin recruitment, primary screen, cell-based, luminescence, uHTS (AID 1777); KOR beta-arrestin recruitment, luminescence; higher % means a stronger effect; actives 0.02% (n = 280,000); Kappa-type opioid receptor (Homo sapiens); activation, % at 10 µM, or EC50 in µM where a hit was titrated; in the data active means activation above about 50%, passing the limit was not always enough; further: a part of the inactive calls stands beside numbers as strong as those of hits
Numbers without * were called inactive; . = not tested or not shown; [ ] = another dose, or the depositor's remark. A portion of the library; count on the stated rates, not on these rows.

Sample of the layout (5 entries):
SMILES	NOD1 NF-kB reporter	SIAH1 antagonists	AID2073	GPR55 antagonists	GPR35 arrestin U2OS	KOR beta-arrestin-1	HIV fusion peptide	GPR55 activation	KOR beta-arrestin-2
CC(C)(C)n1nnnc1C(c1ccc(Cl)cc1)N1CCSCC1 (configuration not stated)	-34.2%	10.4%	-10.3%	-0.7%	2.1%	29.6%	0.8%	0.0%	0.5%
CC(C)C(NS(=O)(=O)c1ccc2c(c1)oc(=O)n2C)C(=O)N1CCN(C2CCCCC2)CC1 (configuration not stated)	2.6%	-2.0%	-0.7%	-10.9%	-9.1%	-41.5%	1.0%	-0.1%	-2.3%
CC(OC(=O)c1oc2ccccc2c1COc1ccccc1)C(N)=O (configuration not stated)	-9.1%	-1.7%	10.3%	-10.0%	-5.6%	-22.0%	1.2%	0.1%	5.0%
CN1CCSc2ccc(C(=O)NCc3cccc(Br)c3)cc21	18.0%	-4.5%	20.7%	1.6%	-2.5%	-17.8%[20 µM]	-0.8%	-0.1%	2.2%
CCN1CCn2c3c(c4cc(C)ccc42)CCCC31 (configuration not stated)	-42.1%	1.8%	11.4%	0.6%	-5.8%	5.9%	3.2%	-0.3%	-9.1%

Main list, previewed entries included:
SMILES	NOD1 NF-kB reporter	SIAH1 antagonists	AID2073	GPR55 antagonists	GPR35 arrestin U2OS	KOR beta-arrestin-1	HIV fusion peptide	GPR55 activation	KOR beta-arrestin-2
CC(C)(C)n1nnnc1C(c1ccc(Cl)cc1)N1CCSCC1 (configuration not stated)	-34.2%	10.4%	-10.3%	-0.7%	2.1%	29.6%	0.8%	0.0%	0.5%
CC(C)C(NS(=O)(=O)c1ccc2c(c1)oc(=O)n2C)C(=O)N1CCN(C2CCCCC2)CC1 (configuration not stated)	2.6%	-2.0%	-0.7%	-10.9%	-9.1%	-41.5%	1.0%	-0.1%	-2.3%
CC(OC(=O)c1oc2ccccc2c1COc1ccccc1)C(N)=O (configuration not stated)	-9.1%	-1.7%	10.3%	-10.0%	-5.6%	-22.0%	1.2%	0.1%	5.0%
CN1CCSc2ccc(C(=O)NCc3cccc(Br)c3)cc21	18.0%	-4.5%	20.7%	1.6%	-2.5%	-17.8%[20 µM]	-0.8%	-0.1%	2.2%
CCN1CCn2c3c(c4cc(C)ccc42)CCCC31 (configuration not stated)	-42.1%	1.8%	11.4%	0.6%	-5.8%	5.9%	3.2%	-0.3%	-9.1%
CC(C)N1CCN(S(=O)(=O)c2ccc3ccccc3c2)CC1	-25.7%	6.9%	-1.3%	7.8%	0.8%	-1.1%	1.6%	-0.1%	0.1%
O=C(NCCN1CCCC1)C1(S(=O)(=O)c2ccc(Cl)cc2)CC1	18.3%	-0.1%	-3.9%	10.9%	12.6%	0.9%	-0.6%	-0.1%	1.5%
C=CCNCCOc1ccc(C(C)(C)c2ccccc2)cc1	-4.3%	-2.3%	-2.3%	2.5%	-3.2%	-8.5%	-0.5%	-0.8%	4.3%
N#Cc1nc(-c2ccco2)oc1NCc1cccnc1	8.2%	3.0%	-0.4%	-13.7%	9.1%	-33.5%	-0.2%	-0.1%	0.2%
O=C(O)c1cnc(-c2ccccc2)nc1Sc1ccccc1	19.2%	22.1%	0.3%	-1.2%	15.9%	-13.4%	9.3%	0.0%	-1.1%
CC1CN(c2cc(=O)n(Cc3ccc(F)cc3)c(=O)[nH]2)CC(C)O1 (configuration not stated)	-13.2%	0.4%	-5.2%	10.0%	-0.5%	-6.6%	0.4%	0.3%	0.2%
N/C(Cc1cccc2ccccc12)=N\OC(=O)c1ccc(Br)o1	-14.6%	95.1%	56.5%*	4.0%	-8.7%	4.4%	40.2%	-0.2%	-0.8%
N#Cc1ccc(C(=O)OCC(=O)N2CCOCC2)cc1	-19.7%	-3.1%	5.5%	-16.3%	-1.2%	-25.0%	-0.9%	0.2%	-4.0%
Nc1nnnn1CC(=O)N/N=C/c1cccs1	0.7%	0.5%	17.5%	5.2%	-9.3%	-21.4%	1.9%	0.8%	-0.7%
CC(C)CC1(C(=O)NCc2cc(F)cc(C(F)(F)F)c2)C=CCN1C(=O)c1ccccc1 (configuration not stated)	-7.2%	7.8%	-3.1%	7.0%	6.0%	2.2%	3.3%	-0.1%	0.5%
COc1ccccc1C(=O)Nc1ccc2c(c1)OCO2	-70.7%	-2.1%	4.7%	2.4%	8.9%	-32.6%	-2.0%	0.2%	-5.1%
C/C(CC(=O)NCCN1CCOCC1)=N\NC(=O)c1ccncc1	-2.2%	9.1%	10.4%	-0.3%	6.9%	9.4%	-1.3%	-0.1%	6.1%
Cc1ccc2oc(-c3cccc(NC(=O)c4ccc(Br)o4)c3)nc2c1	-25.3%	0.3%	6.8%	16.1%	-5.8%	-35.0%	-2.2%	-0.1%	1.2%
C#CCNC(=O)C1=C[C@@H](c2coc3ccccc3c2=O)C[C@@H](OCc2ccc(CO)cc2)O1	-36.5%	2.5%	14.5%	-9.9%	-12.7%	-13.3%	-1.2%	0.1%	0.3%
COC(=O)c1cc(COC(=O)c2ccc3ccccc3n2)oc1C	-4.1%	-1.2%	-5.7%	-8.4%	7.2%	-42.2%	0.5%	-0.1%	2.7%
Cc1cnc(NC(=O)Nc2ccc(Cl)cc2)s1	-44.5%	12.1%	4.5%	1.6%	-10.5%	17.9%	1.8%	0.1%	-2.3%
O=C(c1ccc2c(=O)n(-c3ccccc3)c(=S)[nH]c2c1)N1CCCCC1	2.1%	1.3%	-10.1%	2.2%	-1.6%	-19.3%	-2.2%	0.0%	-1.0%
CCC(CC)C(=O)Nc1cccc(C(=O)Nc2ccc(S(=O)(=O)Nc3ccc(C)cc3)cc2)c1	.	0.9%	15.1%	3.1%	13.9%	25.2%	-3.9%	-0.2%	0.4%
COc1ccc(/C=C/c2nc(C#N)c(NCCN(C)C)o2)cc1OC	2.1%	0.2%	6.0%	6.1%	10.4%	-25.4%[20 µM]	-1.4%	0.2%	.
COC(=O)c1cc(C(=O)N2CCN(c3cccc(Cl)c3)CC2)cc([N+](=O)[O-])c1	-35.0%	2.1%	-4.4%	-13.9%	-1.7%	-186.2%	-0.2%	1.4%	4.6%
Cc1cc(C)n(-c2ncc3c(n2)N(CCO)CCOC3=O)n1	-6.0%	1.3%	-2.3%	5.6%	-1.7%	-21.6%	-0.3%	-0.1%	-0.1%
O=C(NCc1ccccc1)c1ccc(-c2ccccc2C(F)(F)F)o1	-30.7%	3.3%	6.0%	-2.0%	-7.8%	-1.9%	0.4%	0.1%	-0.9%
COc1ccc(/C=N/NC2=NS(=O)(=O)c3ccccc32)cc1	-11.1%	4.5%	11.6%	-1.3%	4.2%	1.2%	1.9%	-0.1%	2.6%
COc1ccc(OCc2cc(C(=O)N3CCN(C4CCCC4)CC3)no2)c(Cl)c1	-77.8%	0.9%	8.1%	8.1%	0.4%	-13.0%	0.8%	0.3%	-2.9%
COc1ccc(N2CCN(C(=O)c3sc4ncn(CC(=O)N5CCCCC5C)c(=O)c4c3C)CC2)cc1 (configuration not stated)	-14.0%	0.0%	6.0%	-7.9%	-8.0%	-30.2%	0.4%	-0.4%	2.2%
CCCCOc1c(Cl)cc(C(=O)N(C)CC(=O)Nc2ccc(N3CCOCC3)cc2)cc1OCC	-4.7%	9.2%	2.8%	7.0%	-1.7%	-0.4%	0.6%	-0.1%	1.5%
COc1ccc(-c2nc(N=Nc3ccc(O)cc3)n[nH]2)cc1	-19.1%	3.6%	-11.2%	13.2%	31.0%	37.3%	-0.1%	0.7%	2.1%
CCOc1cccc2sc(N(CCCN(C)C)C(=O)c3ccc(S(=O)(=O)N4CCCCCC4)cc3)nc12	-32.1%	2.4%	0.9%	-2.1%	-1.2%	-14.9%	-1.9%	-0.1%	0.6%
CCN(CC)S(=O)(=O)c1cccc(-c2n[nH]c(=S)n2C)c1	-19.7%	-0.5%	-2.1%	8.7%	2.8%	34.9%	2.6%	0.1%	-3.8%
O=C(CCC(=O)c1cccs1)NCc1ccc(Cl)cc1	-12.0%	2.5%	2.7%	-3.8%	9.6%	8.3%	1.1%	-0.1%	3.2%
O=C(COC(=O)c1ccc(NS(=O)(=O)c2ccc3c(c2)OCCO3)cc1)NCC1CCCO1 (configuration not stated)	-4.9%	2.8%	-3.0%	7.1%	1.2%	7.9%	1.9%	-0.1%	0.1%
COc1ccc(-n2c(=O)c3ccccc3c3ccccc3c2=O)cc1	15.2%	5.5%	2.9%	18.9%	-1.9%	0.8%	4.3%	-0.1%	-0.5%
Cc1ccccc1NC(=O)c1c2c(nc3ccccc13)CCC2	-1.5%	5.3%	24.4%	-13.9%	-6.8%	3.4%	0.5%	0.6%	-2.0%
CC1CC2(CCCC2)Nc2ccc(F)cc21 (configuration not stated)	-2.0%	4.6%	-9.4%	9.0%	-13.3%	-8.6%	-2.7%	0.6%	-2.9%
Cc1cc(NC(=O)CN2C(=O)C3CC=CCC3C2=O)no1 (configuration not stated)	-16.4%	5.1%	-7.6%	9.3%	8.0%	-1.6%	-1.6%	-0.1%	-2.8%
CC(C)CN1CCN(Cc2cc(F)ccc2-n2cccn2)CC1CCO (configuration not stated)	-20.6%	3.1%	21.8%	-7.2%	0.3%	-38.9%	0.9%	-0.3%	4.9%
COc1ccc2c(c1)CCc1c(C(=O)N3CCCc4ccccc43)noc1-2	-10.8%	-0.7%	7.2%	-7.1%	0.4%	14.5%	-3.1%	-0.2%	-4.3%
COc1ccc(-c2cc(-c3ccccc3O)[nH]n2)cc1OC	-45.6%	2.4%	16.5%	-2.1%	0.1%	5.1%	0.1%	-0.3%	-4.7%
O=C(/C=C/c1ccc(Cl)cc1)N(Cc1cccs1)C1CCS(=O)(=O)C1 (configuration not stated)	9.8%	-5.4%	3.5%	0.8%	7.2%	-89.6%	0.0%	-0.3%	1.6%
O=C(NCc1cccs1)C1CC(c2ccc(Cl)c(Cl)c2)=NO1 (configuration not stated)	-25.6%	-4.0%	-7.4%	-3.4%	8.4%	-167.0%[20 µM]	0.8%	0.0%	.
Cn1nc(C(=O)N2CCN(c3ccc([N+](=O)[O-])cc3)CC2)c2c1-c1ccccc1S(=O)(=O)C2	0.0%	-1.1%	8.2%	3.2%	4.7%	-39.3%	0.7%	-0.1%	4.2%
